GSIS activator = GLuc luminescence reporter in INS-1E cells, primary screen for activators of glucose-dependent secretion of insulin. INS-1E GLuc reporter insulin secretion, 2-3 h. activation, % at 16.6 µM. 370,000 tested, 0.61% active;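 active = lowest replicate activation of at least 40%, so every replicate reaches that level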;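 also: 0% = median of neutral control wells and 100% = median of IBMX positive control wells; some compounds called inactive have numbers as strong as hits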
C2C12 statin = suppression of simvastatin myotoxicity. C2C12 myotubes + simvastatin, ATP luminescence, 48 h; scaled: DMSO 0, geranylgeraniol control 100. rescue of ATP level, % at 7.49 µM. 330,000 tested, 0.78% active. AID 602340;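 active = mean ATP rescue above about 67%, or every replicate alone reaching that limit, limit read from the data, passing the limit was not always enough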;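 also: myotubes were challenged with 10 µM simvastatin during compound exposure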
PAX8 inh HTS = lowers PAX8-driven luciferase in RMG-I cells; RMG-I TPO-luciferase reporter, SteadyGlo, 24 h; inhibition, % at 12.6 µM; 360,000 tested, 1.2% active; AID 652154;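 active = mean replicate inhibition at least 60% with every replicate also reaching 60%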;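 also: luciferase light reporting Pax8 driven TPO promoter activity; plate controls were median of neutral control wells for no effect and mitoxantrone controls for full effect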
ARNT-TACC3 inh = disruptors of human ARNT/TACC3 interaction; AlphaScreen His-ARNT PAS-B/GST-TACC3 binding, luminescence; TACC3 fragment carries E629A point mutation; AID 623870; inhibition, % at 9.99 µM; 390,000 tested, 0.66% active;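 active = mean inhibition of replicates at least 50% and at least half of replicates each reaching 50%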;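 also: 0% = complete ARNT plus TACC3 wells and 100% = ARNT alone without TACC3; many hits fall short of the cut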
PGC1a acetyl inh = PGC1a acetylation modulation, inhibitor mode | AID 651687 | U2OS PGC1a acetylation, AlphaScreen anti-acetyl-lysine; with virally co-expressed GCN5 acetyltransferase | 350,000 tested, 0.17% active | inhibition, % at 15.6 µM;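 active = every replicate shows inhibition of at least 40%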;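 also: 0% = neutral control wells and 100% = positive control wells; some results beyond the cut were filed as inactive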
LGR2 antag = Drosophila LGR2 receptor signaling inhibition; 380,000 tested, 0.35% active; HEK293 LGR2, CRE-luciferase, bursicon-stimulated, 4 h; inhibition, % at 9.99 µM;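 active = drop in luminescence signal, shown as inhibition above about 50% in the replicate tests, limit read from the data, passing the limit was not always enough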;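 also: agonist challenge used bursicon conditioned medium at about half maximal strength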
Cneo AK release = Cryptococcus neoformans lysis via adenylate kinase release; C. neoformans lysis, adenylate kinase release luminescence, 4 h; normalised: neutral wells 0, clomiphene wells 100; lysis activity, % at 15 µM; 360,000 tested, 0.2% active;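 active = mean lysis activity across replicates of at least 80%, whatever share of replicates individually reach that level; inactive = mean lysis activity below 80%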
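Material: C. neoformans cells; Schedule: 4 h static compound exposure, 37 °C, read 1 h post-reagent; Measured by: adenylate kinase release luminescence; Read-out: signal increase indicating cell lysis; Controls: Clomiphene as positive lysis control.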
PglD DTNB = inhibitors of Campylobacter jejuni PglD acetyltransferase | purified PglD enzyme, DTNB colorimetric CoA detection | inhibition, % at 12.5 µM | 360,000 tested, 0.098% active; in the data active = inhibition above about 16%, passing the limit was not always enough; also: strong numbers were not always called active
The depositor's hits bear a star; & = joins results of further samples. Not a hit list (roughly 2.9% active in at least one column).

What do the screens show for `N#CC1=C(S)N(c2ccccc2)C(c2cccs2)NC1=O` (configuration not stated)?
GSIS activator: -45; C2C12 statin: -8; ARNT-TACC3 inh: 2; PGC1a acetyl inh: 6; LGR2 antag: -10; Cneo AK release: 0; PglD DTNB: -5

What do the screens show for `Cc1nnc(SC/C=C/c2ccccc2)n(N)c1=O`?
GSIS activator: 5; PAX8 inh HTS: -10; ARNT-TACC3 inh: 0; PGC1a acetyl inh: -1; LGR2 antag: -3

Results for C[C@@H]1CN([C@@H](C)CO)C(=O)c2cc(NS(=O)(=O)c3cn(C)cn3)ccc2O[C@@H](C)CCCCO[C@@H]1CN(C)C(=O)c1ccccc1 ?
GSIS activator: 7; PAX8 inh HTS: 7; ARNT-TACC3 inh: -5; PGC1a acetyl inh: -5; LGR2 antag: 8; Cneo AK release: -2; PglD DTNB: -2

How did O=c1cc(O)n(-c2ccccc2)c(=S)[nH]1 do in these assays?
C2C12 statin: -4; ARNT-TACC3 inh: 2; PGC1a acetyl inh: -3; Cneo AK release: -1; PglD DTNB: -1

What do the screens show for `COc1ccc(N2CCN(C(=O)c3cccc(Br)c3)CC2)c([N+](=O)[O-])c1`?
GSIS activator: -14; PAX8 inh HTS: 17; ARNT-TACC3 inh: 11; PGC1a acetyl inh: -13; LGR2 antag: 15

What do the screens show for `O=C(Nc1ccc(Br)cc1)c1ccc(-n2cnnn2)cc1`?
C2C12 statin: 1; PAX8 inh HTS: -1; ARNT-TACC3 inh: -5; LGR2 antag: -6; Cneo AK release: 1; PglD DTNB: -1

What do the screens show for `O=C(Nc1cccc(Br)c1)c1cc(S(=O)(=O)N2CCOCC2)cs1`?
GSIS activator: -21; ARNT-TACC3 inh: 9; LGR2 antag: 4; Cneo AK release: 0; PglD DTNB: -1

Results for O=C(Nc1ccccc1)c1cc(C2CCCN(C(=O)c3ccccc3)C2)on1 (configuration not stated) ?
GSIS activator: -7; C2C12 statin: -13; PAX8 inh HTS: -38; PGC1a acetyl inh: 14; LGR2 antag: -24; Cneo AK release: -4; PglD DTNB: 2

How did CCNC(=O)NC(=O)C(C)OC(=O)CCS(=O)(=O)c1ccc(C)cc1 (configuration not stated) do in these assays?
GSIS activator: 1; PAX8 inh HTS: 7; ARNT-TACC3 inh: -4; PGC1a acetyl inh: 6; LGR2 antag: -3

What do the screens show for `Cc1cccc(C(=O)OCC(=O)NC(C)CCc2ccccc2)c1O` (configuration not stated)?
GSIS activator: 3; C2C12 statin: 2; PAX8 inh HTS: 8; ARNT-TACC3 inh: -7; PGC1a acetyl inh: -11; LGR2 antag: 14; Cneo AK release: -1; PglD DTNB: 8

Results for COc1ccc(-c2nnc3sc(CN4C(=O)c5ccccc5C4=O)nn23)cc1 ?
C2C12 statin: 5; ARNT-TACC3 inh: -1; Cneo AK release: 2; PglD DTNB: 6

What do the screens show for `Cc1ccccc1C(=O)Nc1nc(=S)ss1`?
C2C12 statin: 11; ARNT-TACC3 inh: -10; PGC1a acetyl inh: 0; Cneo AK release: 2; PglD DTNB: 2

Results for Cc1cc(C)c(CN2CCN(C(=O)CC[C@H]3O[C@@H](n4cnc5c(NC(=O)c6ccccc6)ncnc54)[C@H](O)[C@@H]3O)CC2)c(C)c1 ?
GSIS activator: -7; C2C12 statin: -6; PAX8 inh HTS: 3; PGC1a acetyl inh: -13; LGR2 antag: -3; Cneo AK release: 1; PglD DTNB: -1

How did CSc1cccc(NC(=S)N(Cc2ccc(C)cc2)Cc2ccccn2)c1 do in these assays?
GSIS activator: 1; PAX8 inh HTS: 1; ARNT-TACC3 inh: -7; LGR2 antag: -8

How did CO[C@@H]1CN(C)C(=O)c2cc(NC(=O)c3cccc(F)c3)ccc2OC[C@@H](C)N(C(C)=O)C[C@H]1C do in these assays?
GSIS activator: -5; C2C12 statin: -9; PGC1a acetyl inh: 3; LGR2 antag: -8

Results for O=S(=O)(c1ccc2c(c1)OCCCO2)N1CCNCC1 ?
C2C12 statin: -6; PAX8 inh HTS: 7; ARNT-TACC3 inh: -4; PGC1a acetyl inh: -2; Cneo AK release: 1; PglD DTNB: -1

How did CC1(C(=O)NS(=O)(=O)c2cccc(C#N)c2)CCN1C(=O)CC1CCCC1 (configuration not stated) do in these assays?
GSIS activator: -4; C2C12 statin: 13; PAX8 inh HTS: -7; PGC1a acetyl inh: -1; LGR2 antag: 4; Cneo AK release: 7; PglD DTNB: -1

How did C[C@@H]1CN([C@@H](C)CO)C(=O)c2cc(NC(=O)c3ccccc3)ccc2O[C@@H](C)CCCCO[C@@H]1CN(C)C(=O)Nc1ccccc1 do in these assays?
GSIS activator: -6; PAX8 inh HTS: 10; ARNT-TACC3 inh: -16; PGC1a acetyl inh: 11; LGR2 antag: 5; Cneo AK release: -2; PglD DTNB: 5

What do the screens show for `CC1CCN(c2ccc(/C=N/n3nnnc3N)cc2[N+](=O)[O-])CC1`?
GSIS activator: 31; C2C12 statin: 2; ARNT-TACC3 inh: -5; LGR2 antag: -22

Results for O=C(Cn1ccc(C(F)(F)F)n1)N/N=C/c1ccc(N2CCOCC2)cc1 ?
GSIS activator: -11; PAX8 inh HTS: 2; ARNT-TACC3 inh: 5; LGR2 antag: 8

What do the screens show for `Cc1cc(C)c(S(=O)(=O)N2CCN(C(=O)CC(C)n3nc(C)nc3C)CC2)c(C)c1` (configuration not stated)?
C2C12 statin: 1; PAX8 inh HTS: -9; PGC1a acetyl inh: -6; LGR2 antag: 3; Cneo AK release: 0; PglD DTNB: -2

Results for CCCc1nnc(SCC(=O)Nc2ccc(Cl)cc2Cl)o1 ?
GSIS activator: -1; C2C12 statin: -4; PAX8 inh HTS: -34; ARNT-TACC3 inh: -2; LGR2 antag: 4; Cneo AK release: 10; PglD DTNB: 4

Results for O=C(CN1C(=O)S/C(=C/c2ccncc2)C1=O)N1CCOCC1 ?
GSIS activator: -4; PAX8 inh HTS: 28; ARNT-TACC3 inh: -1; LGR2 antag: -7; Cneo AK release: 1; PglD DTNB: -8

How did O=C(O)CCn1c(SCc2ccccc2)nc2ccccc21 do in these assays?
GSIS activator: -10; C2C12 statin: -29; ARNT-TACC3 inh: -23; PGC1a acetyl inh: -14; LGR2 antag: -19; Cneo AK release: -1; PglD DTNB: 4

Results for CN(CC(=O)Nc1cccc2c1CCCC2)S(=O)(=O)c1ccc(Br)cc1 ?
C2C12 statin: -10; ARNT-TACC3 inh: -7; PGC1a acetyl inh: -13; Cneo AK release: 1; PglD DTNB: 4

What do the screens show for `Clc1cccc(N/N=C/c2ccc(N3CCOCC3)s2)c1`?
GSIS activator: 8; PAX8 inh HTS: -12; ARNT-TACC3 inh: -2; LGR2 antag: -7

What do the screens show for `Cc1ccc(C(=O)N2CCN(c3ccccc3)CC2)cc1C`?
GSIS activator: -8; C2C12 statin: 0; ARNT-TACC3 inh: -4; PGC1a acetyl inh: -5; LGR2 antag: -56; Cneo AK release: -8; PglD DTNB: -1

Results for CC(C)N(C(=O)[C@H]1CC(CC(=O)NCCc2ccccn2)C(=O)N2CCc3c([nH]c4ccccc34)[C@]12C)C(C)C (some centres not stated) ?
GSIS activator: -17; C2C12 statin: 15; PAX8 inh HTS: 14; ARNT-TACC3 inh: 9; PGC1a acetyl inh: -2; LGR2 antag: -11; Cneo AK release: 3; PglD DTNB: -2

Results for COc1cccc(-c2ccc(C3[C@H]4CNC[C@@H]3N4Cc3ccc4c(c3)OCO4)cc2)c1 (some centres not stated) ?
GSIS activator: 5&-12; PAX8 inh HTS: -52&6; PGC1a acetyl inh: -51&-11; LGR2 antag: -29&1

Results for O=C(N/C(=C/c1ccc(F)cc1)C(=O)N1CCOCC1)c1ccccc1 ?
GSIS activator: 9; C2C12 statin: -1; PAX8 inh HTS: -7; PGC1a acetyl inh: 3; LGR2 antag: 12; Cneo AK release: -2; PglD DTNB: 6

How did O=C(Nc1ccccc1)Nc1ccc2ccccc2n1 do in these assays?
C2C12 statin: 17; PAX8 inh HTS: -80; ARNT-TACC3 inh: 0; LGR2 antag: -18; Cneo AK release: -3; PglD DTNB: 5

What do the screens show for `CCCNC(=O)N1C[C@@H](C)[C@@H](OC)CN(C)C(=O)c2ccc(NS(C)(=O)=O)cc2OC[C@@H]1C`?
GSIS activator: 6; C2C12 statin: -7; ARNT-TACC3 inh: 1; PGC1a acetyl inh: -2; LGR2 antag: 27; Cneo AK release: 1; PglD DTNB: 3

Results for CN(Cc1cn(C)nc1-c1ccccc1F)C1CCOC1 (configuration not stated) ?
GSIS activator: -4; PAX8 inh HTS: -10; ARNT-TACC3 inh: 20; PGC1a acetyl inh: -6; LGR2 antag: 4

How did CCCC(=O)c1c(NC(C)C)cc(C)oc1=O do in these assays?
ARNT-TACC3 inh: -5; PGC1a acetyl inh: 3; Cneo AK release: -1; PglD DTNB: 0

Results for C[C@@H]1CN([C@@H](C)CO)C(=O)c2cc(NS(=O)(=O)c3cn(C)cn3)ccc2O[C@@H](C)CCCCO[C@@H]1CN(C)S(=O)(=O)c1ccc(F)cc1 ?
GSIS activator: -3; PAX8 inh HTS: -10; ARNT-TACC3 inh: -7; PGC1a acetyl inh: -24; LGR2 antag: -14; Cneo AK release: 1; PglD DTNB: 5

How did CN(C)CCCNC(=O)[C@H]1[C@H](CO)[C@H]2Cn3c(ccc(-c4ccccc4)c3=O)[C@@H]1N2C do in these assays?
GSIS activator: 3; C2C12 statin: -3; PAX8 inh HTS: -13; ARNT-TACC3 inh: -8; LGR2 antag: 0; Cneo AK release: 1; PglD DTNB: 0

How did COc1ccccc1NC(=S)N(Cc1cccnc1)Cc1ccco1 do in these assays?
GSIS activator: 0; C2C12 statin: 6; PAX8 inh HTS: -2; ARNT-TACC3 inh: -3; PGC1a acetyl inh: 9; LGR2 antag: 17; Cneo AK release: 3; PglD DTNB: -4

Results for Brc1ccc(-c2ccc(/C=N/Nc3nc4ccccc4[nH]3)o2)cc1 ?
GSIS activator: 1; C2C12 statin: -27; PAX8 inh HTS: -106; ARNT-TACC3 inh: 4; PGC1a acetyl inh: -7; LGR2 antag: -70; Cneo AK release: -4; PglD DTNB: 1

Results for CCOc1ccc(NC(=O)c2ccc(OCC3CCCO3)cc2)cc1S(=O)(=O)N(CC)CC (configuration not stated) ?
GSIS activator: 13; C2C12 statin: 2; PAX8 inh HTS: 7; ARNT-TACC3 inh: 3; PGC1a acetyl inh: -6; LGR2 antag: 2; Cneo AK release: 0; PglD DTNB: -2

What do the screens show for `COC(=O)c1ccc(-n2c(C)cc(-c3csc(NC(=O)c4ccc(S(=O)(=O)N(C)C)cc4)n3)c2C)cc1`?
GSIS activator: 1; PAX8 inh HTS: -20; ARNT-TACC3 inh: -10; LGR2 antag: 16; Cneo AK release: 1; PglD DTNB: 1

Quoted at random: four records from the list.
How did CN(C)CCCNC(=O)[C@H]1[C@H](CO)[C@H]2Cn3c(ccc(-c4ccccc4)c3=O)[C@@H]1N2C do in these assays?
GSIS activator: 3; C2C12 statin: -3; PAX8 inh HTS: -13; ARNT-TACC3 inh: -8; LGR2 antag: 0; Cneo AK release: 1; PglD DTNB: 0

What do the screens show for `COC(=O)c1ccc(-n2c(C)cc(-c3csc(NC(=O)c4ccc(S(=O)(=O)N(C)C)cc4)n3)c2C)cc1`?
GSIS activator: 1; PAX8 inh HTS: -20; ARNT-TACC3 inh: -10; LGR2 antag: 16; Cneo AK release: 1; PglD DTNB: 1

Results for CN(Cc1cn(C)nc1-c1ccccc1F)C1CCOC1 (configuration not stated) ?
GSIS activator: -4; PAX8 inh HTS: -10; ARNT-TACC3 inh: 20; PGC1a acetyl inh: -6; LGR2 antag: 4

Results for C[C@@H]1CN([C@@H](C)CO)C(=O)c2cc(NS(=O)(=O)c3cn(C)cn3)ccc2O[C@@H](C)CCCCO[C@@H]1CN(C)S(=O)(=O)c1ccc(F)cc1 ?
GSIS activator: -3; PAX8 inh HTS: -10; ARNT-TACC3 inh: -7; PGC1a acetyl inh: -24; LGR2 antag: -14; Cneo AK release: 1; PglD DTNB: 5

Screening data: PubChem, Broad Institute
